From PubChem BioAssay
CHX counter = Cycloheximide Counterscreen for Small Molecule Inhibitors of Shiga Toxin | max response, % | cell reporter, cycloheximide protein synthesis inhibition counterscreen | 300,000 compounds, 12% hits; in the data active = max response mostly above about 13%, no sharp cut-off; inactive = mostly below about 14%; note: read at 38.3 µM for the half of the compounds with a filed dose; 0% is about no effect
Pf growth 96h = Primary qHTS for delayed death inhibitors of the malarial parasite plastid, 96 hour incubation | 320,000 compounds, 6.9% hits | Potency, µM (top dose mostly 28.7 µM), for inactives: at the top dose activity change, negative = inhibition, most hits filed as inhibitors | P. falciparum luciferase reporter growth, 96 h | AID 504834, 2011; note: potency is the fitted concentration of half-maximal effect; % is set by controls: 0 for no effect and ±100 for the full control effect
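Cell-based qHTS: luciferase-tagged P. falciparum in erythrocytes (2% hematocrit, 0.05% parasitemia final) incubated with compounds for 96 hours, 37 C, 5% CO2; luciferase detection reagent then added and luminescence measured.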
HCV inh = qHTS Assay for Inhibitors of Hepatitis C Virus (HCV). Huh7.5.1 HCVcc-Cre infection, luciferase reporter, 44 h. Potency, µM (titrated, usually from 41.8 µM), inactives show at the top dose activity change, negative = inhibition, most hits filed as inhibitors. 340,000 compounds, 3.4% hits; note: potency is the fitted concentration of half-maximal effect; % is set by controls: 0 for no effect and ±100 for the full control effect
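Cells seeded at 1,000/well and cultured 4 h, then compounds added followed by HCVcc-Cre virus (~0.5 moi). After 44 h further culture, luciferase substrate was added, plates held 15 min at room temperature, and luminescence read for 15 sec.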
Shiga inhibitor = A qHTS for Small Molecule Inhibitors of Shiga Toxin; AID 2315, 2010; Vero cells, Shiga toxin protein synthesis inhibition reporter; inhibition, % at 38.7 µM; 290,000 compounds, 9.2% hits; in the data active = inhibition mostly above about 28%, no sharp cut-off; inactive = mostly below about 43%; note: 0% is about no effect
Pf growth 48h = Primary qHTS for delayed death inhibitors of the malarial parasite plastid, 48 hour incubation; P. falciparum luciferase growth in erythrocytes, 48 h; Potency, µM (doses to about 28.7 µM), for inactives: at the highest dose activity change, negative = inhibition, usual class: inhibitors; 310,000 compounds, 5.9% hits; note: potency is the fitted concentration of half-maximal effect; % is set by controls: 0 for no effect and ±100 for the full control effect
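Cell-based growth assay: transgenic P. falciparum expressing firefly luciferase, cultured in red cells within RPMI 1640 containing 0.5% w/v Albumax, 24 mM bicarbonate and gentamycin. A drop in luciferase activity indicates inhibition.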
Giardia FBPA inh = qHTS Assay for Inhibitors of Fructose-1,6-bisphosphate Aldolase from Giardia Lamblia; Potency, µM (doses to about 59.6 µM), for the others: top-dose activity, negative = inhibition, actives largely listed as inhibitors; A8B2U2; purified Giardia FBPA; 290,000 compounds, 0.71% hits; note: potency is the fitted concentration of half-maximal effect; % is set by controls: 0 for no effect and ±100 for the full control effect; nearly all actives have a fitted effect of over 55% in size
Target sequence (A8B2U2 whole entry, looked up): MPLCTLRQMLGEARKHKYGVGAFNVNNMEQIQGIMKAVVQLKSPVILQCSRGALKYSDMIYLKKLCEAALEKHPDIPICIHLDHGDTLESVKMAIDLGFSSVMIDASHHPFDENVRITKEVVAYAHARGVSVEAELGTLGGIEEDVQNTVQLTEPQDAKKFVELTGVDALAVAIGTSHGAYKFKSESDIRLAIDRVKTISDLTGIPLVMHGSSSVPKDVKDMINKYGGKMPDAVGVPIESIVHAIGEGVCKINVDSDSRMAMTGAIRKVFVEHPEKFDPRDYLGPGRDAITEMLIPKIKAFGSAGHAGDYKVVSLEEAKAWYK
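40 nM FBPA preincubated 10 min at RT with compound (up to 57.5 uM final), then substrate plus GAPDH/TPI/NAD/arsenate coupling and diaphorase/resazurin added. Fluorescence read after 20 min at RT, 525/598 nm.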
* marks the source's active call; other numbers are inactive results; ? = inconclusive; . = not tested or not shown; & = joins results of further samples; [ ] = remark or other dose. Unless noted, calls come from the whole dose curve; as a rule, active = well fitted curve in the direction sought with a large enough effect; inconclusive = small, poorly fitted or top-dose-only effect, or another doubt; inactive = no such curve, though single readings can be large; an effect the other way counts as inactive or inconclusive.

1) COc1ccc(CCC(=O)N2CCN(c3ccccc3)CC2)cc1OC
2) CCOc1c(Cl)cc(/C=N/NC(N)=S)cc1OC
3) CC[C@H](C)[C@H](NC(=O)[C@H](Cc1cnc[nH]1)NC(=O)[C@@H](NC(=O)[C@H](CCCNC(=N)N)NC(=O)[C@H](CCCCN)NC(=O)[C@H](CCCNC(=N)N)NC(=O)[C@H](CCCCN)NC(=O)[C@@H](N)CC(N)=O)[C@@H](C)CC)C(=O)NCC(=O)N1CCC[C@H]1C(=O)NCC(=O)N[C@@H](CCCNC(=N)N)C(=O)N[C@@H](C)C(=O)N[C@@H](Cc1ccccc1)C(=O)N[C@@H](Cc1ccc(O)cc1)C(=O)N[C@H](C(=O)N[C@H](C(=O)N[C@@H](CCCCN)C(=O)N[C@@H](CC(N)=O)C(=O)N[C@H](C(=O)N[C@H](C(=O)NCC(=O)N[C@H](C(=O)N[C@H](C(=O)N[C@@H](CS)C(=O)O)[C@@H](C)CC)[C@@H](C)O)[C@@H](C)CC)[C@@H](C)CC)[C@@H](C)O)[C@@H](C)O
4) O=S(=O)(NCc1ccccc1)NCc1cccc(C(F)(F)F)c1
5) Cc1csc(NC(=O)CSc2nnc(Cn3c(=O)sc4ccccc43)n2-c2ccccc2)n1
6) Cc1nc(C(=O)NCc2ccccc2)sc1C1(C)CC(c2cccnc2)=NO1 (stereo unspecified)
7) Cc1cccc(CC(=O)Nc2cccnc2)c1
8) O=C(NCC1CCCO1)C(C(=O)c1ccc(F)cc1)n1ccccc1=O (stereo unspecified)
assay / compound	1	2	3	4	5	6	7	8
CHX counter	-3	-1	-2	-1	-2	-3	5	4
Pf growth 96h	0%	-15%	.	-19%	?	-2%	2%	.
HCV inh	-2%	-14%	.	8%	-30%	?	19%	13%
Shiga inhibitor	-9	15	2	-5	-15	-5	10	31
Pf growth 48h	10%	-18%	.	27%	.	-20%	-4%	10%
Giardia FBPA inh	6%	?	0%	2%	-1%	4%	14%	?

Whole records from above. Order of values: CHX counter	Pf growth 96h	HCV inh	Shiga inhibitor	Pf growth 48h	Giardia FBPA inh
O=C(NCC1CCCO1)C(C(=O)c1ccc(F)cc1)n1ccccc1=O (stereo unspecified) is listed as 4	.	13%	31	10%	?
O=S(=O)(NCc1ccccc1)NCc1cccc(C(F)(F)F)c1 is listed as -1	-19%	8%	-5	27%	2%
CCOc1c(Cl)cc(/C=N/NC(N)=S)cc1OC is listed as -1	-15%	-14%	15	-18%	?

The list goes on.
9) CCCc1cc(=O)[nH]c(SCC(=O)Nc2ccc(Cl)c(S(=O)(=O)N3CCOCC3)c2)n1
10) CCc1nc2sc3c(=O)n(N)cnc3c2c2c1COC(C)(C)C2
11) CN1CCc2c(n(CC(O)CNCc3ccccc3)c3ccccc23)C1=O (stereo unspecified)
12) CCOC(=O)c1ccc(NC(=O)Nc2ccon2)cc1
13) Cc1ccc(S(=O)(=O)/N=C2/C=C(Sc3ncn[nH]3)C(=O)c3ccccc32)c(C)c1
14) O=C1c2ccccc2C(=O)C1(CO)c1ccccc1
15) NC(=O)CN(C/C=C/c1ccccc1)C/C=C/c1ccccc1
16) CCOc1ccc(-n2c(C)cc(C(=O)CCl)c2C)cc1
assay / compound	9	10	11	12	13	14	15	16
CHX counter	.	0	-5	31*	19*	34*	1	14
Pf growth 96h	?	.	20%	-3%	-23%	-11%	?	?
HCV inh	0%	23%	?	-1%	?	-7%	0%	?
Shiga inhibitor	.	-12	-16	66*	16	106*	-6	-6
Pf growth 48h	-25%	17%	-13%	-1%	2.1µM*	160%[activator]	17%	4%
Giardia FBPA inh	.	0%	-29%	3%	1.6µM*	-3%	28µM*	0%

17) CCc1ccccc1S(=O)(=O)Cc1ccc(C(=O)N2CCN(c3ccccc3OC)CC2)o1
18) CCOc1ccc(C(=S)N2CCCC2)c(OCC)c1
19) O=C(CCN1CCCCO1)N1CCCC(Nc2ccc(F)cc2)C1 (stereo unspecified)
20) O=C1O/C(=C\C(=O)N2CCOCC2)c2ccccc21
21) Cc1ccc2c(c1)CCCN2C(=O)c1ccncc1
22) CCOC(=O)c1c(C)[nH]c(N=Nc2ccc(C)cc2)c1C
23) CC(=O)c1ccc(NC(=S)Nc2ccc3cn[nH]c3c2)cc1
24) COC(=O)c1cc(OC)c(OC)cc1N1C(=O)CC(C)(C)CC1=O
assay / compound	17	18	19	20	21	22	23	24
CHX counter	0	-1	0	-3	-2	31*	13	-1
Pf growth 96h	?	?	12µM*	23%	.	.	0%	38%[activator]
HCV inh	?	-25%	.	12%	8%	?	0%	1%
Shiga inhibitor	15	-7	-5	-31	-4	71	48	-4
Pf growth 48h	.	?	-15%	32%[activator]	-7%	55%[activator]	4%	4%
Giardia FBPA inh	-1%	8%	9%	5%	3%	-11%	-22%	6%

25) COc1ccc(OC)c(S(=O)(=O)Nc2ccc(F)cc2)c1
26) Cc1ccc(Nc2nc(NCCO)c3ccccc3n2)cc1C
27) O=C(COc1ccccc1Br)NC(=O)NC1CCCC1
28) CCN(CC)CCN1C(=O)/C(=C\c2ccc(Cl)c([N+](=O)[O-])c2)SC1=Nc1ccc(OC)cc1
29) O=C(COC(=O)Cc1ccc(Br)cc1)Nc1ccc(N2CCOCC2)cc1
30) CCN(Cc1ccccc1)C(=O)Cc1c[nH]c2ccccc12
31) CN(C)c1ccc(C(CNS(=O)(=O)c2ccc3ccccc3c2)c2c[nH]c3ccccc23)cc1 (stereo unspecified)
32) O=C(CCC(=O)c1cccs1)OCC(=O)N1CCN(C(=O)c2ccco2)CC1
assay / compound	25	26	27	28	29	30	31	32
CHX counter	7	10	.	-2	.	6	23*	11
Pf growth 96h	.	?	43%[activator]	11%	11%	?	26%	3%
HCV inh	-5%	13µM*	-28%	?	3%	-2%	5%	5%
Shiga inhibitor	17	.	.	-8	.	-2	27	-9
Pf growth 48h	-12%	0.47µM*	94%[activator]	?	2%	?	7%	-1%
Giardia FBPA inh	0%	25µM*	.	-20%	.	2%	-8%	0%

Nos. 30 through 32, reprinted for reference:
30) CCN(Cc1ccccc1)C(=O)Cc1c[nH]c2ccccc12
31) CN(C)c1ccc(C(CNS(=O)(=O)c2ccc3ccccc3c2)c2c[nH]c3ccccc23)cc1 (stereo unspecified)
32) O=C(CCC(=O)c1cccs1)OCC(=O)N1CCN(C(=O)c2ccco2)CC1
assay / compound	30	31	32
CHX counter	6	23*	11
Pf growth 96h	?	26%	3%
HCV inh	-2%	5%	5%
Shiga inhibitor	-2	27	-9
Pf growth 48h	?	7%	-1%
Giardia FBPA inh	2%	-8%	0%

(list continues)
33) COc1ccc(NS(=O)(=O)c2ccc3c(c2)NC(=O)CO3)c(OC)c1
34) CCOc1ccc2cc(C#N)c(SCC(=O)N3CCOCC3)nc2c1
35) O=C(CC1(O)C(=O)N(Cc2ccc3c(c2)OCO3)c2ccccc21)c1ccccc1 (stereo unspecified)
36) O=C(COC(=O)c1ccc(F)cc1F)NCCC1=CCCCC1
37) Cc1cc(C(=O)Nc2ccccc2C#N)n(-c2ccccc2)n1
38) O=c1[nH]c2cc([N+](=O)[O-])c([N+](=O)[O-])cc2[nH]c1=O
39) COCCn1c(-c2ccc(F)cc2)nc2oc3cc(OC)ccc3c(=O)c2c1=O
40) Cc1ccc(S(=O)(=O)N(Cc2cccc(F)c2)C(=O)N2CCN(C)CC2)cc1
assay / compound	33	34	35	36	37	38	39	40
CHX counter	11	30*	-4	.	-2	-4	-2	.
Pf growth 96h	-1%	-9%	85%[activator]	-26%	-25%	28%	-3%	13%
HCV inh	-15%	?	8%	-12%	-19%	19%	4%	5%[8.37 µM]
Shiga inhibitor	-6	101*	-7	.	19	-5	-29	.
Pf growth 48h	19%	67%[activator]	-16%	12%	3%	-8%	?	4%
Giardia FBPA inh	.	-3%	-5%	.	0%	4%&5%&8%	4%	.

41) COc1ccc(NC(=O)CN(C)C(=O)/C=C/c2cn(-c3ccccc3)nc2-c2ccc(F)cc2)cc1
42) CC(C)(CNS(=O)(=O)c1ccc2c(c1)OCCO2)N1CCOCC1
43) O=c1[nH]c(=O)n(CCc2ccccc2)c(O)c1C=NCc1ccc2c(c1)OCO2
44) COc1cccc(CNC(=O)c2cccc(Br)c2)c1
45) CCc1ccc(NC(=O)CCn2nc(C)c(S(=O)(=O)N3CCCCC3)c2C)cc1
46) CC1C2(C)OC(=N)C(C#N)(C(C)O2)C1(C#N)C#N (stereo unspecified)
47) O=C(COC(=O)c1cc(S(=O)(=O)N2CCOCC2)ccc1F)c1ccc[nH]1
48) COc1cc(C(=O)NN(CCC#N)C2=NS(=O)(=O)c3ccccc32)cc(OC)c1OC
assay / compound	41	42	43	44	45	46	47	48
CHX counter	.	-4	-2	9	-5	0	-2	-4
Pf growth 96h	?	1%	.	-2%	31%	33%[activator]	-12%	-10%
HCV inh	?	5%	-1%	14%	3%	2%	-21%	2%
Shiga inhibitor	.	25	-1	22	-8	-7	-4	-7
Pf growth 48h	?	-1%	22%	?	9%	20%	-6%	-8%
Giardia FBPA inh	.	0%	4%	1%	-9%	?	2%	-2%

49) CC(=O)N/C(=C\c1ccccc1)C(=O)NCC(=O)O
50) COc1ccc(-n2nnnc2SCC(=O)Nc2cc(OC)c([N+](=O)[O-])cc2C)cc1
51) COP(C)(=O)c1c(C)nn(-c2ccccc2)c1C (stereo unspecified)
52) CC1(C)C(C=C(Cl)Cl)C1C(=O)N(Cc1ccccc1Cl)C1CCS(=O)(=O)C1 (stereo unspecified)
53) COc1ccc(CCn2c(-c3ccc(OC)cc3)nc3c(c(=O)c4ccccc4n3C)c2=O)cc1
54) CCCCSc1nc(C)cc(SCC(=O)N/N=C/c2ccccc2)n1
55) CCOC(=O)Nc1oc2ccccc2c(=O)c1CN1CCOCC1
56) CCCOc1ccc(Cl)cc1CNc1ccccc1
assay / compound	49	50	51	52	53	54	55	56
CHX counter	-6	-1	-2	1	-1	14	18	-2
Pf growth 96h	-9%	2.9µM*	19%	?	?	-68%	0%	49%[activator]
HCV inh	19%	?	?	5%	18%	?	?	-7%
Shiga inhibitor	-6	-5	11	9	23	17	15	-11
Pf growth 48h	12%	?	2%	?	-15%	-32%	?	-10%
Giardia FBPA inh	9%	3%	6%	-2%	7%	-5%	1%	-1%

57) Cc1ccc2c(C)c(C(=O)NCCN3CCOC3=O)oc2c1C
58) Cc1ccc(C(C)NC(=O)C23CC4CC(CC(C4)C2)C3)cc1 (stereo unspecified)
59) COc1c2c(cc3c1OCO3)CC[N+](C)=C2
60) CCOc1cc(C(=S)N2CCCC2)ccc1O
61) CCN1CCN(CCC(=O)Nc2ccc(C)cc2)CC1
62) CCN(CC)CCCNC(=O)/C=C/C(=O)O
assay / compound	57	58	59	60	61	62
CHX counter	2	-3	-2	-2	1	-3
Pf growth 96h	2%	0.59µM*	?	-6%	?	3%
HCV inh	-19%	9%	?	-16%	-4%	-4%
Shiga inhibitor	4	-5	4	-11	-11	-15
Pf growth 48h	8%	-33%[1.15 µM]	?	116%[activator]	18%	-2%
Giardia FBPA inh	-4%	4%	-4%&-21%&-7%	-16%	?	6%

The order is random; 24% or so of the library scored in one or more.
